Mtb BioA inh = inhibitors of Mycobacterium tuberculosis BioA enzyme; purified M. tuberculosis BioA enzyme, plate reader; inhibition, % at 9.99 µM; 360,000 compounds, 0.096% hits; in the data active = inhibition above about 40%
MazF activator = MazEF (E. coli) toxin RNase activation; P0AE70; FAM/BHQ RNA-DNA oligo cleavage fluorescence, 5 h; 350,000 compounds, 0.32% hits; activation, % at 20 µM; in the data active = activation above about 50%
Target sequence (P0AE70 whole entry, looked up): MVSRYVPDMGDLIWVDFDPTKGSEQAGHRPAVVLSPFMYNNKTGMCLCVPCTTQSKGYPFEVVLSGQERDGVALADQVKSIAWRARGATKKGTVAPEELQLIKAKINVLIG
GDH-TPI inh = inhibits GDH-TPI coupling enzymes, artifact for Mtb FBA screen. AID 588335. 360,000 compounds, 1.2% hits. GDH-TPI coupled enzyme counterscreen, NADH absorbance. inhibition, % at 4.8 µM; in the data active = inhibition above about 30%;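 also: 0% = DMSO wells and 100% = wells lacking the enzyme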
SSB-PriA inh = blocks PriA binding to SSB C-terminal tail; AlphaScreen SSBct-PriA binding, biotinylated peptide; inhibition, % at 33 µM; 430,000 compounds, 0.6% hits; AID 1272365; in the data active = inhibition mostly above about 37%, no sharp cut-off; inactive = mostly below about 20%;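 also: plate controls were negative control peptide for no effect and reference peptide for full effect; strong numbers were not always called active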
3CLpro inhibitor = SARS-CoV 3CLpro protease inhibition; inhibition, % at 6 µM; 290,000 compounds, 0.14% hits; AID 1706; recombinant SARS-CoV 3CLpro, quenched FRET peptide cleavage; P0C6X7; in the data active = inhibition above about 12%
BH1578 lux ind = inducers of Vibrio cholerae quorum light production without autoinducers. V. cholerae BH1578 lux reporter, luminescence, 6 h. activation, % at 18.7 µM. 350,000 compounds, 0.16% hits. AID 588436; in the data active = activation mostly above about 9.7%, no sharp cut-off; also: not every result past the cut was called active; inactives centre near 0; reference of the scale not given here
Mtb UGM inh = blocks M. tuberculosis UGM enzyme; P9WIQ1; purified UGM, fluorescence polarization probe displacement; inhibition, % at 10 µM; 320,000 compounds, 0.06% hits; AID 504406; in the data active = inhibition above about 10%, passing the limit was not always enough
Rv3671c protease = inhibits the M. tuberculosis serine protease Rv3671c; inhibition, % at 5.96 µM; 320,000 compounds, 0.048% hits; P9WHR9; in the data active = inhibition above about 38%;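 also: extracellular domain of Rv3671c used as enzyme; 0% = enzyme with DMSO and 100% = no enzyme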
Target sequence (P9WHR9 whole entry, looked up, the tested form may be a part): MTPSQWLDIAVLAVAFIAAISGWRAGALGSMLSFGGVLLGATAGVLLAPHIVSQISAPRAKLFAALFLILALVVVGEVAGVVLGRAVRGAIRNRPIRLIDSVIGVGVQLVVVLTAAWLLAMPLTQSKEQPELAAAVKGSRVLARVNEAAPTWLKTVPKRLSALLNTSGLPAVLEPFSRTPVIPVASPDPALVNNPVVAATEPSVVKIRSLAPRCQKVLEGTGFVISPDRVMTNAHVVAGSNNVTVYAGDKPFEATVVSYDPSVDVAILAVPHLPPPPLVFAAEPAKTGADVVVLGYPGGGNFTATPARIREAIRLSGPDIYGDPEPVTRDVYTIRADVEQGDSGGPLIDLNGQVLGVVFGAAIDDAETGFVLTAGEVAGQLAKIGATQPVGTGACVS
VHR inh abs = DUSP3 (human) phosphatase inhibition; recombinant VHR phosphatase, pNPP absorbance; 290,000 compounds, 0.52% hits; P51452; inhibition, % at 13.3 µM; AID 1654; in the data active = inhibition above about 50%; also: some compounds called inactive have numbers as strong as hits
Target sequence (P51452 whole entry, looked up): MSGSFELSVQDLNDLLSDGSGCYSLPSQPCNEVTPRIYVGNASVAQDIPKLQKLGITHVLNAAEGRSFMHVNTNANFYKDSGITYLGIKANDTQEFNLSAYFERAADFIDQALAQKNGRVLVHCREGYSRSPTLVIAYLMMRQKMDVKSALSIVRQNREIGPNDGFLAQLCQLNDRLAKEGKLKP
FBA Mtb inh = inhibitors of M. tuberculosis fructose-bisphosphate aldolase. 360,000 compounds, 2.3% hits. inhibition, % at 1 µM. purified M. tuberculosis FBA, fluorescence read-out. P9WQA3. AID 588726; in the data active = inhibition above about 27%;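 also: 0% = vehicle and 100% = reference inhibitor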
Target sequence (P9WQA3 whole entry, looked up): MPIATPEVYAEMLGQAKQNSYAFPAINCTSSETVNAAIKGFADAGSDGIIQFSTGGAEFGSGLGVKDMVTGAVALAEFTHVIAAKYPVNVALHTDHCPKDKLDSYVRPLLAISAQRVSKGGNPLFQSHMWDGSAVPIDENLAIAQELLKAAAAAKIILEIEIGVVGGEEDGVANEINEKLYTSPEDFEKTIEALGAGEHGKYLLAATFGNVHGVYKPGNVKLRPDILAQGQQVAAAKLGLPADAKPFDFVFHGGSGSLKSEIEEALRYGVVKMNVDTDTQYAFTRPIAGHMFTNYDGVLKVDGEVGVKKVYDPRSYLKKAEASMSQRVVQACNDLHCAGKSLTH
Starred values were filed as active, the others as inactive; i = inactive; / = no result given; & = joins results of further samples.

SMILES | Mtb BioA inh | MazF activator | GDH-TPI inh | SSB-PriA inh | 3CLpro inhibitor | BH1578 lux ind | Mtb UGM inh | Rv3671c protease | VHR inh abs | FBA Mtb inh
COc1cc(O)cc2occ(-c3ccc(O)cc3)c(=O)c12 | 0.1 | 9 | 18 | 7 | -5 | -0.5 | -0.9 | -4 | 3 | 0
CC(NC(=O)CN1C(=O)NC2(CCCCCC2)C1=O)c1ccccc1Cl (centres undefined) | -1.6 | -1 | -2 | -4 | / | 0.9 | 0.5 | -6 | / | 0
Cc1cc(C(=O)COC(=O)c2ccc([N+](=O)[O-])o2)c(C)n1CC1CCCO1 (centres undefined) | 2.4 | 4 | 2 | 1 | 4 | i | 0.7 | -19 | 38 | -1
CSc1nc(Cc2ccccc2)nc2ccccc12 | / | -7 | -3 | -46 | -6 | -0.3 | 2.1 | 1 | 53* | -1
COC(=O)CCN1CCC(C(N)=O)CC1 | / | 10 | -5 | -11 | 1 | -0.2 | 0.4 | -3 | 3 | 1
N#Cc1cn(CC(=O)NCCc2c[nH]c3ccccc23)c2ccccc12 | / | 4 | -2 | -17 | 0 | -0.3 | -0.1 | -1 | 22 | 0
N#Cc1ccc(C23CC4(C2)[C@H](CN(Cc2ccc(-c5ccccc5)cc2)[C@@H]4c2ccccc2)C3c2ccc(Cl)nc2)cc1 (some centres undefined) | -1.3 | -11 | -9 | -6 | / | i | 1.5 | -1 | -4 | -3
O=C(CNC(=O)c1cccs1)NCC(=O)OCc1ccc(Cl)cc1 | 2.5 | 6 | 2 | 1 | 5 | -1.1 | 0.6 | -9 | 18 | -4
Cc1ccc(NC(=O)COC(=O)COc2ccc(Cl)cc2)c([N+](=O)[O-])c1 | / | -7 | 17 | 2 | 3 | i | 3.0 | 6 | 1 | -4
CC1=NN(C(=O)CCc2ccccc2O)C(O)(C(F)(F)F)C1 (centres undefined) | -0.4 | -6 | -1 | 4 | 0 | i | 0.2 | -7 | 30 | -4
Cc1ccc(C)c2c1c1ccccc1n2C | 2.7 | -2 | 2 | -18 | 5 | -0.8 | -0.2 | 11 | -15 | 4
CCOc1ccc(S(=O)(=O)N2CCN(C(=O)c3ccc(-n4cncn4)c([N+](=O)[O-])c3)CC2)cc1 | -0.8 | -3 | 11 | 14 | / | -0.4 | 3.1 | -4 | / | -1
O=C(COC(=O)C12CC3CC(CC(O)(C3)C1)C2)Nc1ccc(OC(F)F)cc1 | 0.1 | -4 | 7 | -2 | / | -2.3 | / | / | / | 0
CCN1CCN(C(=O)c2cc3c(=O)n(C)c4ccccc4c3n2C)CC1 | -0.1 | 10 | 11 | -16 | -4 | -0.2 | -3.3 | 0 | -2 | 8
CC(OC(=O)/C=C/c1ccccc1)C(=O)Nc1ccc2c(c1)OCCO2 (centres undefined) | -3.2 | 5 | 4 | -9 | / | -1.2 | 0.5 | -2 | / | 1

Given with values under each structure: part of the list above.
Screens in order: Mtb BioA inh | MazF activator | GDH-TPI inh | SSB-PriA inh | 3CLpro inhibitor | BH1578 lux ind | Mtb UGM inh | Rv3671c protease | VHR inh abs | FBA Mtb inh
N#Cc1ccc(C23CC4(C2)[C@H](CN(Cc2ccc(-c5ccccc5)cc2)[C@@H]4c2ccccc2)C3c2ccc(Cl)nc2)cc1 (some centres undefined)
→ -1.3 | -11 | -9 | -6 | / | i | 1.5 | -1 | -4 | -3
O=C(CNC(=O)c1cccs1)NCC(=O)OCc1ccc(Cl)cc1
→ 2.5 | 6 | 2 | 1 | 5 | -1.1 | 0.6 | -9 | 18 | -4
Cc1ccc(NC(=O)COC(=O)COc2ccc(Cl)cc2)c([N+](=O)[O-])c1
→ / | -7 | 17 | 2 | 3 | i | 3.0 | 6 | 1 | -4
CC1=NN(C(=O)CCc2ccccc2O)C(O)(C(F)(F)F)C1 (centres undefined)
→ -0.4 | -6 | -1 | 4 | 0 | i | 0.2 | -7 | 30 | -4
Cc1ccc(C)c2c1c1ccccc1n2C
→ 2.7 | -2 | 2 | -18 | 5 | -0.8 | -0.2 | 11 | -15 | 4

Next entries.
SMILES | Mtb BioA inh | MazF activator | GDH-TPI inh | SSB-PriA inh | 3CLpro inhibitor | BH1578 lux ind | Mtb UGM inh | Rv3671c protease | VHR inh abs | FBA Mtb inh
COc1ccc(NC(=O)c2cn(CCC#N)nc2-c2cccs2)cc1 | / | -1 | 7 | 9 | 3 | i | -2.1 | 0 | -13 | 8
CC(=O)Nc1ccc(S(=O)(=O)N(C)CC(=O)Nc2ccc(Br)cc2F)cc1 | / | -2 | 3 | -12 | / | -2.0 | -0.6 | -14 | / | 4
COc1cc(C(O)c2nc(-c3ccccc3C)cs2)ccc1F (centres undefined) | 0.6 | / | 2 | / | / | -1.3 | / | / | / | 0
CCOc1ccc(-c2nnc(N)o2)cc1 | 1.2 | 2 | 10 | -3 | 8 | 5.6 | 2.4 | 2 | -7 | 10
CC(NC(=O)COC(=O)c1ccc2c(c1)S(=O)(=O)N=C1CCCCCN12)C12CC3CC(CC(C3)C1)C2 (centres undefined) | -1.4 | -10 | 11 | -8 | -4 | -0.1 | -0.2 | -3 | -2 | -1
Cc1nn(C)c(Oc2cccc(C(F)(F)F)c2)c1C#N | -1.6 | 2 | -2 | 4 | 3 | i | 1.4 | -22 | 17 | -1
CCN(CC)S(=O)(=O)c1ccc(S(=O)(=O)N(CC(=O)Nc2ccccc2)Cc2ccco2)cc1 | -2.8 | 5 | -5 | 0 | 1 | 0.2 | 2.1 | -2 | 0 | -3
CCN(CC)S(=O)(=O)c1ccc(OC)c(NC(=O)/C=C/c2ccco2)c1 | 0.5 | 0 | 35* | -7 | -4 | -0.8 | -1.8 | 0 | 17 | -2
COc1cc(C#N)ccc1OCC(=O)Nc1cccc(S(=O)(=O)N(C)c2ccccc2)c1 | -3.5 | -14 | 15 | / | / | -9.1 | / | / | / | 3
CCC(CC)NC(=O)CCCSc1nc2ccccc2[nH]1 | / | -6 | 9 | -8 | 3 | -0.2 | -2.6 | -2 | 22 | 5
CCC1(CC)C(=O)NC(=O)NC1=Nc1ccccc1 | 0.3 | 4 | 1 | -4 | 2 | -8.3 | 4.9 | -6 | 10 | 2
CCCCc1c(C)nn(-c2nnc3c4ccccc4n(C)c3n2)c1C | 0.2 | 0 | 28 | -2 | 0 | / | -0.8 | -3 | -14 | -4
Clc1ccc(CN2C3=NCCCN3c3ccccc32)cc1Cl | 3.1 | 23 | -5 | 2 | 2 | i | 3.2 | 0 | 10 | 2
CN1C(=O)COc2c(C(=O)NC3CN4CCC3CC4)cc(Cl)cc21 (centres undefined) | / | / | / | / | -2 | / | -2.1 | 0 | 30 | /
CN(CC(=O)Nc1cc(Cl)ccc1-n1cncn1)Cc1ccccc1N1CCOCC1 | -1.1 | -4 | 7 | / | / | i | / | / | / | 6
CCN(CC)S(=O)(=O)c1ccc(OC)c(NC(=O)c2ccc(-n3cncn3)c([N+](=O)[O-])c2)c1 | -0.5 | 8 | 1 | -6 | / | i | 3.0 | -6 | / | 0
CCCN1C(=O)C2(SC(NC(C)=O)=NN2C(C)=O)c2cc(C)ccc21 (centres undefined) | / | -2 | -6 | 1 | 3 | -0.9 | -0.4 | 7 | 19 | 0
COc1ccccc1N=NC1=C(O)CC(C)(C)CC1=O | / | -4 | 2 | -10 | 7 | -0.2 | -3.6 | 0 | -14 | -9
O=C(CSc1nncn1-c1ccccc1)c1c[nH]c2ccccc12 | 3.2 | 3 | 6 | 0 | -1 | -0.3 | 1.1 | -8 | 21 | 1
CNS(=O)(=O)c1cccc(C(=O)OCC(=O)/C=C2/N(C)c3ccccc3C2(C)C)c1 | / | -14 | 26 | 11 | -1 | -0.1 | 4.3 | -6 | 5 | 2
Cc1cc(C)nc(Nc2n[nH]c(-c3ccc(N)cc3)n2)n1 | -1.4 | -5 | 7 | -14 | -5 | / | -3.2 | 3 | 0 | 1
Cc1cc(C)c(NC(=O)c2ccc[n+](Cc3ccc([N+](=O)[O-])cc3)c2)c(C)c1 | / | -2 | 4 | -2 | 1 | 0.3 | 0.0 | 1 | 11 | 8
CCOCCCNC(=O)c1c(N)n(-c2ccc3c(c2)OCO3)c2nc3ccccc3nc12 | / | 7 | 2 | -7 | -1 | 0.2 | 5.7 | 2 | 9 | 5
O=c1[nH][nH]c(-c2ccccc2O)c1C(C[N+](=O)[O-])c1ccccc1 (centres undefined) | / | 4 | -4 | -9 | 9 | 0.0 | -0.8 | 4 | 5 | -4
Cc1ccc(-c2nnc(SCC(=O)N/N=C/c3ccc(C)s3)n2-c2ccc(C)cc2)cc1 | / | 8 | 8 | / | 3 | -0.3 | 2.3 | -12 | 4 | -1
OC(CNCC1CCCO1)Cn1c2ccc(Cl)cc2c2cc(Cl)ccc21 (centres undefined) | 0.6 | 6 | -10 | 16&-5 | -6 | -0.2 | 0.3 | 4 | 15 | -8
C[C@H]1CN([C@@H](C)CO)C(=O)CCCn2nncc2CO[C@@H]1CN(C)C(=O)NC1CCCCC1 | -2.6&-0.9 | 4 | 2 | / | / | -0.4 | / | / | / | -1
CC1(C)CC(=O)C(C(C2=C(O)CC(C)(C)CC2=O)c2ccco2)C(=O)C1 (centres undefined) | -0.3 | 8 | -9 | -11 | 3 | 1.7 | -0.9 | -4 | 11 | 0
Cc1ccc(C(=O)NC2CCN(C(=O)Nc3ccccc3Cl)CC2)cc1 | 1.0 | -6 | -4 | -10 | 4 | -0.5 | -2.1 | 5 | 24 | -1
COc1cc(CC(C#N)(CO)c2nc3ccccc3[nH]2)ccc1OC(F)F (centres undefined) | -0.9 | 2 | 0 | 4 | 5 | -0.2 | -1.0 | 4 | 3 | 0
COC(=O)CSc1nc2c(c(=O)[nH]c(=O)n2C)n1CCC(C)C | 1.3 | 0 | -1 | -4 | -4 | i | 0.2 | -7 | 22 | 3
CSc1ccc(Cl)c(C(=O)N2CCOc3ccccc32)c1 | -4.2 | 6 | 0 | -21 | -1 | 0.7 | 1.8 | -5 | 1 | 3
CCn1ncc(S(=O)(=O)NCc2ccco2)c1C | -1.1 | -2 | 9 | -1 | 7 | -1.7 | 0.4 | 4 | -2 | 1
CCCCn1nc2cc(C(=O)NCc3cc(C(F)(F)F)cc(C(F)(F)F)c3)ccc2c1OC | -1.8 | -2 | -3 | -4 | 3 | 0.3 | 1.8 | 1 | -23 | 10
CCn1c2ccccc2c2nnc(SCc3ccccc3)nc21 | 2.4 | -2 | 6 | -20 | 2 | -0.2 | 2.0 | -11 | -10 | -4
Cc1nn(S(=O)(=O)c2ccccc2)c(C)c1S(=O)(=O)N1CCC(C)CC1 | -1.2 | -2 | 7 | -4 | 1 | 0.5 | 0.2 | 6 | 13 | 3
O=C(Nc1ccc(C(=O)N2CCCC2)cc1)C1CCCCC1 | -1.2 | 10 | -1 | -13 | / | i | / | / | / | 1
C[C@]12CCC3C(CC[C@H]4C[C@@H](O)CC[C@]34C)C1CC[C@@H]2N (some centres undefined) | 0.9 | 4 | 6 | -7 | / | i | 0.5 | -8 | / | 1
CC(C(=O)Nc1nc(-c2ccc(F)cc2)cs1)N1C(=O)C2CC=CCC2C1=O (centres undefined) | 0.6 | 15 | 1 | -17 | / | 2.5 | 0.0 | -2 | / | 0
CCOc1ccc(NC(=O)C2CC(=O)N(c3ccccc3F)C2)cc1 (centres undefined) | / | 0 | 1 | -5 | 2 | -0.2 | 1.5 | -1 | 10 | 1
Cc1cc(C(C)(C)C)cc(S(=O)(=O)NCC(=O)O)c1C | 0.9 | 3 | 3 | 1 | -6 | 0.7 | -1.0 | 8 | -4 | 0
O=C(O)c1cc(-c2ccco2)nn1-c1ccc(Cl)cc1 | / | -6 | 6 | 5 | -3 | -0.5 | / | / | 13 | 4
O=c1c2ccccc2sc2nc(CCl)nn12 | / | -5 | 8 | 0 | / | / | / | / | / | 3
C[C@H](CO)N1C[C@H](C)[C@@H](CN(C)C(=O)NC2CCCCC2)Oc2c(NC(=O)Nc3ccc4c(c3)OCO4)cccc2C1=O | 2.1&0.0 | 8 | -12 | 4 | / | i | 1.6 | -2 | / | 2
CN1CCN(C(CNC(=O)C(=O)Nc2ccc3c(c2)OCCO3)c2ccc(F)cc2)CC1 (centres undefined) | -1.0 | -2 | -6 | 3&6 | / | i | 0.7 | 4 | / | -2

These rows are one share of the data; count on the stated rates, not on these rows.
